# E coli growth = E. coli V3065 growth inhibition, primary screen, counter-screen for AddAB inhibitor project, absorbance, OD600 | 18 h | inhibition, % at 11.9 µM | 330,000 tested, 0.27% active;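 active means inhibition above the campaign's mean inhibition across all tested compounds plus 3 SD, cut at about 9.9% in these data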;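 further: uninfected addAB+ strain grown without phage in ampicillin broth; 0% = DMSO wells and 100% = ciprofloxacin 0.95 µg/ml wells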
# CAL PDZ inh = CAL PDZ peptide-binding inhibitors, primary screen, biochemical, fluorescence polarization, Cer-tagged CAL PDZ, HTS; 330,000 tested, 0.02% active; inhibition, % at 20 µM; Golgi-associated PDZ and coiled-coil motif-containing protein (Homo sapiens), Q9HD26; purified CAL PDZ, TMR-peptide fluorescence polarization, 1 h; AID 504414, 2011;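 active means highest replicate inhibition of at least 40%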;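 further: plate controls were DMSO neutral control wells for no effect and unlabeled competitor peptide control wells for full effect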
#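 System: tagged CAL PDZ domain. Schedule: 1 h room-temperature incubation prior to read. Signal: fluorescence polarization (mP). Measure: percent inhibition from loss of millipolarization.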
# DAGLB inh = DAGLB lipase inhibitors, primary screen, biochemical, fluorescence, HTS. Diacylglycerol lipase-beta (Homo sapiens), Q8NCG7. AID 504411, 2011. inhibition, % at 5.17 µM. 340,000 tested, 0.059% active. HEK293T DAGLB membrane lysate, EnzChek fluorogenic substrate; in the data active means inhibition above about 34%;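 further: 0% = enzyme with vehicle and 100% = wells lacking enzyme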
# Target sequence (Q8NCG7 whole entry, looked up): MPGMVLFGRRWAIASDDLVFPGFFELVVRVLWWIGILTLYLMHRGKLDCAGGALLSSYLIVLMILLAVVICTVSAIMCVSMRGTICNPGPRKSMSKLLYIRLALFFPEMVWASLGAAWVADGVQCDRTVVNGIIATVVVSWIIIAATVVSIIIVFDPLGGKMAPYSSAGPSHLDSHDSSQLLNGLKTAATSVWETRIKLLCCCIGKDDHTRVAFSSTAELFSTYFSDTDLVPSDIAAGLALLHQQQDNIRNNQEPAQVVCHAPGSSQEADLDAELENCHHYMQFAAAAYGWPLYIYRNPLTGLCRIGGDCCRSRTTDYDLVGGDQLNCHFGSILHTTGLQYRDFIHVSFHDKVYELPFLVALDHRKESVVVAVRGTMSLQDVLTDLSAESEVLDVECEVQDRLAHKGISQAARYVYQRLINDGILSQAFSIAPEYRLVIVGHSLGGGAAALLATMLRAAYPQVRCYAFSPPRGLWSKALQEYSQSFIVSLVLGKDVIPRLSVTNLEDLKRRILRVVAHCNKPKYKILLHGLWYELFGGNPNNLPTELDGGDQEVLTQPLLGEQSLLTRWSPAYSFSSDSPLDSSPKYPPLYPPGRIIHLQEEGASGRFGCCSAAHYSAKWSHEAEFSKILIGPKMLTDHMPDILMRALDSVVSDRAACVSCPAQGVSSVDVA
# Wnt bcat act = Wnt/beta-catenin pathway activators, primary screen, cell-based, plate reader, single point; activation, % at 9.35 µM; Wnt/beta-catenin reporter cell assay, activator; 300,000 tested, 1.2% active; in the data active means activation above about 30%, passing the limit was not always enough;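 further: 0% = neutral control wells and 100% = positive control wells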
# PfHsp90 yeast 2 = growth inhibition of PfHsp90-expressing yeast, primary screen, antimalarial PfHsp90 inhibitor project, S. cerevisiae, BacTiter-Glo luminescence, single point, set 2; BacTiter-Glo ATP, 48 h; yeast lacking PDR1 and PDR3 efflux regulators; inhibition, % at 9.4 µM; 310,000 tested, 0.32% active;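 active means every replicate shows inhibition above about 80%, whatever the replicate mean, limit read from the data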;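 further: 0% = DMSO neutral controls and 100% = 20 µM radicicol positive controls; yeast relying on Plasmodium falciparum Hsp90 in place of its own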
# PvdQ inh = P. aeruginosa PvdQ acylase inhibitors, primary screen, biochemical, fluorescence, plate reader and imaging, single point. inhibition, % at 10 µM. AID 488965, 2010. 340,000 tested, 0.063% active. PvdQ acylase [Pseudomonas aeruginosa LESB58]. purified PvdQ acylase; in the data active means inhibition above about 30%, passing the limit was not always enough;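 further: 0% = vehicle neutral wells and 100% = reference inhibitor wells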
# AddAB inh = growth inhibition of E. coli expressing H. pylori AddAB, primary screen, AddAB inhibitor project, absorbance; inhibition, % at 11.9 µM; 330,000 tested, 0.29% active; in the data active means inhibition above about 12%;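 further: 0% = vehicle wells of infected cells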
# Tat export inh = E. coli Tat export inhibitors, primary screen, MC4100, TorA-mCherry reporter, fluorescence, single point. inhibition, % at 10 µM. 340,000 tested, 0.036% active;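 active means mean replicate inhibition at least 50% and at least half of replicates individually reaching 50%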;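 further: exported cargo escapes ClpAP degradation while cytoplasmic cargo is degraded and loses fluorescence; 0% = median of neutral control wells and 100% = median of NaSCN control wells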
# phage Ecoli inh = growth loss of phage-infected E. coli, primary screen, RecBCD inhibitor project, absorbance, with phage, HTS | inhibition, % at 11.9 µM | 360,000 tested, 0.26% active | AID 651602, 2012; in the data active means inhibition above about 11%
# Rtt109 Vps75 = inhibitors of C. albicans Rtt109/Vps75 HAT, primary screen, biochemical, ThioGlo CoA-SH fluorescence, plate reader; 330,000 tested, 0.16% active; Histone acetyltransferase RTT109 (Candida albicans (strain SC5314 / ATCC MYA-2876)), …; purified Rtt109/Vps75, 4 h; inhibition, % at 34.9 µM; AID 540336, 2011;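 active means inhibition of at least 50% in every replicate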
# Target sequence (Q5AAJ8 whole entry, looked up): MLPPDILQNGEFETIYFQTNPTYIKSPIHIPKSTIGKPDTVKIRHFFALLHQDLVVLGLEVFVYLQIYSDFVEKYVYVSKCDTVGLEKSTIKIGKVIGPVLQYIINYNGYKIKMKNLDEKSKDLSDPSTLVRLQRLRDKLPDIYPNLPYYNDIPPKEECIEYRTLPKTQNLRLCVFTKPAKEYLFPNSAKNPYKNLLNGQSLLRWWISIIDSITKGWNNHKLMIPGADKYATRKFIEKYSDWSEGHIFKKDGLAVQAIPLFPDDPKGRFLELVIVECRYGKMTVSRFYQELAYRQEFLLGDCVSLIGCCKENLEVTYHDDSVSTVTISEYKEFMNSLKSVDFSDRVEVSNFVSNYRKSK
# * hit, by the source's call; / = not tested or not shown.
SMILES,E coli growth,CAL PDZ inh,DAGLB inh,Wnt bcat act,PfHsp90 yeast 2,PvdQ inh,AddAB inh,Tat export inh,phage Ecoli inh,Rtt109 Vps75
COC(=O)CSc1nc2ccc(N)cc2s1,-0.6,-0.7,2,0,11,-9,-1.5,2,1.2,-2
O=C1S/C(=C/c2ccccc2)C(=O)N1CC(O)Cn1c2ccccc2c2ccccc21 (stereo unspecified),-1.0,-1.4,-6,0,-14,2,-0.3,2,-2.4,-3
Cc1cccc(NC(=S)N(CCCN2CCOCC2)Cc2cn(C)c3ccccc23)c1,0.6,-0.3,-3,/,8,6,2.0,-1,2.6,-3
COc1cccc(C(C(=O)NC2CCCCC2)N(CCN2CCOCC2)C(=O)C2COc3ccccc3O2)c1 (stereo unspecified),0.4,-1.9,0,-1,3,2,2.2,4,1.6,-6
CC1(C)CC(=O)C2=C(C1)Nc1ccccc1NC2,-0.4,0.3,-6,1,0,26,0.0,-2,1.0,20
Cc1c(N=Cc2c(O)n(C3CCCCC3)c(=O)[nH]c2=O)c(=O)n(-c2ccccc2)n1C,3.9,-0.9,-2,/,12,-19,-1.1,-2,1.6,6
COC(=O)C1=CN(Cc2ccc(OC)cc2)C=C(C(=O)OC)C1c1cccs1,-0.8,-1.4,-3,0,-10,-15,2.9,-3,3.2,-29
O=C(Oc1ccccc1N1C(=O)C2CC=CCC2C1=O)c1ccc(Br)cc1 (stereo unspecified),1.1,0.0,-3,/,0,-7,3.5,-4,1.2,0
COCCN(C(=S)Nc1cc(C)cc(C)c1)C(C)c1ccco1 (stereo unspecified),-0.3,-0.8,-10,-3,-4,-15,1.9,5,0.0,-12
O=C(NCCN1CCOCC1)NC1(C(F)(F)F)Oc2ccc(Cl)cc2O1 (stereo unspecified),-3.6,-0.3,2,1,8,9,-0.6,-5,-1.6,0
CCOc1ccc2[nH]c(S(=O)(=O)CC)nc2c1Cl,-1.3,1.1,0,-6,-5,-10,-0.2,3,1.6,4
O=C(CN1CCN(c2ccc(O)cc2)CC1)NC(c1ccccc1)c1ccccc1,-0.5,-0.9,1,-1,0,6,2.2,1,1.8,19
Cc1c(C(=O)N2CCCCC2)c(S(=O)(=O)N2CCN(c3ccccc3F)CC2)c(C)n1C,0.2,-2.9,-2,-1,9,-2,4.7,0,1.4,-1
Cn1c(-c2ccsc2)c(-c2cccs2)c2cc(-c3cccc4[nH]ccc34)ccc21,-0.8,-0.1,-3,-3,-4,-12,0.2,-6,2.1,6
Cc1nnc(SCC(=O)NNC(=O)c2ccccc2)n1-c1ccccc1,-2.0,-0.4,-1,-2,7,-8,2.0,7,0.1,-8
CCOc1ccc2c(c1)C(C)=CC(C)(C)N2C(=O)Nc1ccccc1F,-2.0,-2.3,0,/,-5,2,-0.3,6,3.0,-2
CCOCCCNC(=O)C(NC(=O)c1ccccc1O)c1ccccc1 (stereo unspecified),-2.0,-0.2,2,-1,10,-19,1.8,21,2.7,-2
O=C(CSc1ccc(-c2ccco2)nn1)NCc1ccccc1Cl,-2.3,-2.5,-2,/,-6,-9,2.9,-2,3.6,8
COc1ccc(OCc2nnc(SCC(=O)Nc3ccccc3Cl)o2)cc1,-1.9,-0.8,-2,0,13,-15,3.4,-7,1.2,-9
COc1ccc([N+](=O)[O-])cc1NCC(=O)Nc1cccc(S(=O)(=O)N2CCCC2)c1,/,-1.6,2,0,/,-8,/,2,2.2,1
CCc1nnc(NC(=O)CSc2nnc(-c3ccc(S(=O)(=O)N4CCCC4)cc3)n2CC)s1,1.7,-0.2,1,/,-28,-14,2.4,-6,2.9,-6
Cc1nn(-c2ccc(NC(=O)c3ccncc3)cc2)c(C)c1Cl,/,/,0,0,12,-20,/,2,2.7,9
CCOC(=O)Cn1c(=O)oc2cc(S(=O)(=O)Nc3ccc(F)cc3)ccc21,-1.5,-0.5,0,-3,6,-1,-1.4,18,3.6,16
CC(c1nc2ccccc2c(=O)[nH]1)N(C)CCOc1ccc(Cl)cc1 (stereo unspecified),1.0,-2.9,-5,-3,3,6,1.5,5,1.2,9
COC(=O)C1=C(C)Nc2sc(C(N)=O)c(N)c2C1c1ccncc1 (stereo unspecified),-0.5,-0.3,-3,0,6,0,3.8,-1,0.6,-104

# Next section
SMILES,E coli growth,CAL PDZ inh,DAGLB inh,Wnt bcat act,PfHsp90 yeast 2,PvdQ inh,AddAB inh,Tat export inh,phage Ecoli inh,Rtt109 Vps75
CNc1ccc(S(=O)(=O)NC)cc1[N+](=O)[O-],1.2,0.4,1,-1,-2,7,0.9,-4,4.0,9
Cc1ccccc1C(=O)Nc1ccc(C(=O)N/N=C/c2ccc(O)c(Br)c2)cc1,-1.3,-2.0,3,-2,-19,2,1.1,-4,2.3,12
CCCOC(=O)C1=C(C)NC2=C(C(=O)CCC2)C1c1cccc(OC)c1OC (stereo unspecified),0.2,-1.2,-5,/,-1,5,0.8,-6,0.8,4
O=C(COc1nnc2ccccn12)N1CCN(S(=O)(=O)c2ccccc2)CC1,-1.7,-1.7,-2,/,-7,-5,2.9,13,3.3,-6
O=C(Nc1cccc(F)c1)c1cc(S(=O)(=O)N2CCOCC2)ccc1N1CCCC1,2.6,-1.5,1,/,7,0,0.4,-3,/,-1
O=C(O)CCC1COc2ccccc2O1 (stereo unspecified),0.4,-0.6,-1,/,/,-16,1.5,3,0.9,14
CCN(CC)S(=O)(=O)c1cc(NC(=O)CCn2[nH]c(=O)ccc2=O)ccc1C,0.7,0.2,-1,0,3,1,0.7,-6,0.0,-1
c1nc2nc3c(c(N4CCOCC4)n2n1)CCCC3,-1.8,-0.2,-4,-5,34,-13,0.3,4,-0.9,-9
COC(=O)Cn1c(=NC(=O)CN2C(=O)CCC2=O)sc2cc(S(N)(=O)=O)ccc21,-1.1,-2.9,-1,-2,-11,-5,-0.5,-1,4.0,-1
C[C@]12C=CC(=O)C=C1CC[C@@H]1[C@@H]2[C@@H](O)C[C@@]2(C)[C@H]1CC[C@]2(O)C(=O)CO,-2.9,0.4,4,0,2,3,-1.3,-3,3.6,-4
CCOC(=O)c1ccc(N=CC2=C(O)CC(C)(C)CC2=O)cc1,0.8,0.0,-1,/,-9,9,3.0,4,1.6,6
COc1cccc(CN(C)C(=O)c2cc(S(=O)(=O)NC3CCCCC3)ccc2C)c1,-0.2,0.1,0,-3,4,-6,-0.8,4,-1.8,2
COc1ccc(NC(=O)Nc2ccc3c(c2)C(=O)N([C@H](C)CO)C[C@H](C)[C@@H](CN(C)C(=O)Nc2c(C)noc2C)O3)cc1,1.2,-0.2,3,-3,-17,-10,-0.1,3,2.2,0
Cc1cc(C(=O)OCC(=O)c2ccc(Cl)c([N+](=O)[O-])c2)c2cccc(C)c2n1,0.4,-0.5,-1,-1,-21,-1,2.6,4,0.6,2
O=S(=O)(CCc1nnc(-c2ccc(Br)cc2)o1)c1ccc(Cl)cc1,2.9,-1.9,-1,3,9,-14,2.2,4,1.1,3
CCCCCC(=O)Nc1cc(S(=O)(=O)N2CCOCC2)ccc1Oc1ccc(OCC)cc1,-0.4,-2.4,-7,-2,3,-10,3.6,5,4.8,13
CN1CCN(C(=O)c2ccc3c(=O)n(Cc4ccc(Cl)cc4)c(=S)[nH]c3c2)CC1,-0.5,-1.0,3,/,6,-4,0.2,-3,1.3,5
CN1CCN(c2ccc(C(CC(N)=O)NC(=O)c3ccccc3)cc2[N+](=O)[O-])CC1 (stereo unspecified),-0.5,0.5,2,-2,/,-9,1.9,-6,3.4,-17
COc1ccc(C(=O)C2CCCN(C(=O)c3ccc(CSC)o3)C2)cc1F (stereo unspecified),-0.2,-2.6,-4,-2,-11,-5,0.0,-8,0.1,7
COc1ccccc1/C=N/NC(=O)c1cccc(OC(F)(F)C(F)F)c1,1.8,-0.8,-5,-1,-89,-13,-0.8,-1,3.5,-2
O=C1C2=C(c3ccccc31)[N+](=O)[C@@H]1CCCC[C@@H]1N2[O-],-1.1,0.5,-3,2,1,6,-1.8,-11,7.6,-1
COc1ccc(CNc2nc3ccccc3n2C(C)C)cc1,-0.5,/,2,0,-1,-9,2.2,1,2.6,-4
Cc1cc(C)n(-c2ccc(C(=O)N3CCN(S(=O)(=O)c4ccc(C(C)C)cc4)CC3)cc2)n1,2.6,-1.3,-3,-5,10,8,1.4,1,-2.3,21
Cc1ccc2c(c1)N(CCC(=O)NCc1ccco1)C(=O)CO2,0.4,-4.2,2,-2,-7,-4,2.1,8,-0.2,-3
COc1ccc(-n2nc(C(=O)NCC(=O)NCc3ccccc3OC)c3ccccc3c2=O)cc1,-0.8,-0.8,-1,-1,4,1,0.0,-5,-1.5,29

# Next part:
SMILES,E coli growth,CAL PDZ inh,DAGLB inh,Wnt bcat act,PfHsp90 yeast 2,PvdQ inh,AddAB inh,Tat export inh,phage Ecoli inh,Rtt109 Vps75
Nc1nc(SCC(=O)Nc2ccc([N+](=O)[O-])cc2)n[nH]1,-1.3,-0.7,1,-1,-4,-10,1.9,-6,2.9,-9
O=C(O)CN1CCN(Cc2ccccc2)C1=O,1.2,/,-1,/,-14,-4,-0.4,-4,-0.2,7
O=c1c(-c2ccc(F)cc2)[n+]([O-])c2ccccc2n1OCc1ccccn1,2.1,-2.4,-1,-3,12,0,5.2,2,6.0,-2
O=C1c2ccccc2C(=O)N1CC(O)COc1ccc(Cl)cc1 (stereo unspecified),1.2,-0.4,-3,2,-8,-9,0.6,-4,1.2,3
CCC(C(=O)NCCN1CCOCC1)n1nc(C)n2c(cc3sccc32)c1=O (stereo unspecified),-0.5,-1.5,0,-2,0,-6,4.4,3,0.4,-10
Cc1cccc2c1cnn2C(=O)CCC(=O)NCc1ccc(F)cc1,2.4,-0.4,-1,-1,-3,-8,8.4,-2,2.6,-6
Cc1ccc(NC(=O)CSc2nnc(C)n2C2CC2)cc1S(=O)(=O)N1CCOCC1,2.5,-1.3,-1,2,-5,-9,3.4,0,-0.8,-2
O=C(NCCN1CCCCC1)Nc1cccc(F)c1,-0.5,/,-2,7,11,-20,3.8,-6,3.2,-1

# Grouped by structure, those above containing a COOH group (two)
SMILES,E coli growth,CAL PDZ inh,DAGLB inh,Wnt bcat act,PfHsp90 yeast 2,PvdQ inh,AddAB inh,Tat export inh,phage Ecoli inh,Rtt109 Vps75
O=C(O)CCC1COc2ccccc2O1 (stereo unspecified),0.4,-0.6,-1,/,/,-16,1.5,3,0.9,14
O=C(O)CN1CCN(Cc2ccccc2)C1=O,1.2,/,-1,/,-14,-4,-0.4,-4,-0.2,7

# Sorted by molar mass (low to high): part of the list above.
SMILES,E coli growth,CAL PDZ inh,DAGLB inh,Wnt bcat act,PfHsp90 yeast 2,PvdQ inh,AddAB inh,Tat export inh,phage Ecoli inh,Rtt109 Vps75
COC(=O)CSc1nc2ccc(N)cc2s1,-0.6,-0.7,2,0,11,-9,-1.5,2,1.2,-2
Cc1cccc2c1cnn2C(=O)CCC(=O)NCc1ccc(F)cc1,2.4,-0.4,-1,-1,-3,-8,8.4,-2,2.6,-6
COC(=O)C1=C(C)Nc2sc(C(N)=O)c(N)c2C1c1ccncc1 (stereo unspecified),-0.5,-0.3,-3,0,6,0,3.8,-1,0.6,-104
